EPAC1 agonist = qHTS for Agonist of cAMP-regulated guanine nucleotide exchange factor 3 (EPAC1): primary screen. Rap guanine nucleotide exchange factor 3 (Homo sapiens), O95398. EPAC1 agonist qHTS, biochemical assay; response scale: 100% = response to 6.5 mM cAMP. 0.073% of 360,000 active. AID 720707, 2013. Potency, µM (highest dose often 154 µM), inactives show at the highest dose activation, usual class: activators; further: nearly all actives have a fitted effect of over 60% in size
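Read-out is the fluorescence drop as BODIPY-GDP leaves Rap1B (480 nm excitation, 540 nm emission), recorded every 5 minutes over 30 minutes. Reactions held 100 nM EPAC1, 250 nM Rap1B–BODIPY-GDP and 50 uM GDP, with 6.5 mM cAMP setting full activation.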
PTHR1 agonist = qHTS for PTHR1 Agonists: Primary Screen. Potency, µM (series often up to 115 µM), without a hit: top-dose activation, most hits filed as activators. HEK293 GP2 PTHR1 cells, GloSensor cAMP luminescence, 1 h. 0.075% of 410,000 active. Parathyroid hormone/parathyroid hormone-related peptide receptor (Homo sapiens), Q03431; further: nearly all actives have a fitted effect of over 55% in size; some results filed as inactive show a strong effect at the top dose; inactives centre near -15; many of its hits are not listed in these tables
Target sequence (Q03431 whole entry, looked up): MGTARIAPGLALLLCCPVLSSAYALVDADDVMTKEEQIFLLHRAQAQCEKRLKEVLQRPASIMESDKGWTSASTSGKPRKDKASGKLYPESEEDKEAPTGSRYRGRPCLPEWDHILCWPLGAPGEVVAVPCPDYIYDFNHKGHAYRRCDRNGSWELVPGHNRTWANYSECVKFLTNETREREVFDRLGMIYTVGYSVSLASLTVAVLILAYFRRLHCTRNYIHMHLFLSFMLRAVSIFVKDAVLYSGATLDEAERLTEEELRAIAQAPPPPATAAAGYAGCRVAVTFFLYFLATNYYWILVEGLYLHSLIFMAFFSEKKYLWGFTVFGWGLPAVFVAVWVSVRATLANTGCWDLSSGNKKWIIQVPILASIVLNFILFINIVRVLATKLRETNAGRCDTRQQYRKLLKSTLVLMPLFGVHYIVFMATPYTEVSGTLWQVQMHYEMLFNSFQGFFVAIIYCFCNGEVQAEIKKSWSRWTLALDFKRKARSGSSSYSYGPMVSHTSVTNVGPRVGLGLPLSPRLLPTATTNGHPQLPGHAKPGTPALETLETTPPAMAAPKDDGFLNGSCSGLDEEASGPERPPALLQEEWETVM
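HEK-293-derived GP2 cells expressing PTHR1 and a GloSensor cAMP reporter, 3,000/well, plated overnight, given luciferin plus IBMX (each 0.5 mM as added) for 1 h at 37 °C, then compound for 1 h at 37 °C. Luminescence was read after 15 min at room temperature.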
TDP-43 yeast inh = qHTS of TDP-43 Inhibitors | TDP-43 expressing yeast growth rescue, BacTiter-Glo, 24 h | AID 652104, 2013 | Potency, µM (top dose mostly 46.1 µM), inactives show at the highest dose growth rescue (activation), actives largely listed as activators | 1.8% of 410,000 active; further: % of control where 0% means no effect; nearly all actives have a fitted effect of over 50% in size
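Cell-based yeast growth screen: TDP-43 expression induced in galactose, inoculum OD600=0.02 after raffinose pregrowth to mid-log. Read-out BacTiter-Glo luminescence at 24 hr, 30 deg C; inhibition of toxicity seen as signal increase.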
FUS suppressor = qHTS for Suppressors of FUS Proteinopathy: Primary screen using FUS-linked yeast assay | Potency, µM (doses to about 76.6 µM), for the others: at the top dose growth rescue (activation), hits mostly activators | AID 1347120, 2019 | S. cerevisiae FUS-expressing, growth rescue, OD600, 24 h | 0.24% of 390,000 active;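 further: plate controls were DMSO vehicle for no effect and reference control for full effect; nearly all actives have a fitted effect of over 55% in size; some results filed as inactive show a strong effect at the top dose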
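Yeast FUS proteinopathy model; galactose-induced FUS (2%), starting OD 0.005. Cpds in dilution series, 24hr, 30C, 99% humidity. Abs 600 nm growth. Pos ctrl CP55940 (top 92uM final); neg ctrl DMSO.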
aSyn rescue = qHTS of alpha-syn Inhibitors; Yeast expressing alpha-synuclein, growth rescue, BacTiter-Glo, 24 h; Potency, µM (highest dose often 46.1 µM), for the others: at the highest dose growth rescue (activation), hits mostly activators; 0.14% of 370,000 active; AID 652106, 2013; further: % of control where 0% means no effect; nearly all actives have a fitted effect of over 65% in size
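Rescue of yeast growth: cells expressing toxic alpha-synuclein, induced in galactose at OD600 0.02, incubated with compound 24 h at 30 C. ATP luminescence quantified growth; inhibitors of toxicity appear as activators.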
EPAC2 ag = qHTS for Agonist of cAMP-regulated guanine nucleotide exchange factor 4 (EPAC2): primary screen | Rap guanine nucleotide exchange factor 4 (Homo sapiens), Q8WZA2 | EPAC2 activation, biochemical qHTS; response scale: 100% = 6.5 mM cAMP response | Potency, µM (titrated, usually from 154 µM), for inactives: top-dose activation, actives largely listed as activators | 0.079% of 360,000 active | AID 720711, 2013; further: nearly all actives have a fitted effect of over 50% in size
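Each well held 100 nM EPAC2, 250 nM RAP1B-BODIPY-GDP and 50 uM GDP. Fluorescence, read at 5-min intervals to 30 min, was referenced to a 6.5 mM cAMP positive control.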
EPAC2 antag = qHTS for Antagonist of cAMP-regulated guanine nucleotide exchange factor 2 (EPAC2): primary screen. EPAC2 GEF exchange of Rap1B-BODIPY-GDP, fluorescence. AID 720708, 2013. Potency, µM (series often up to 114 µM), without a hit: at the highest dose activity, negative = inhibition, usual class: inhibitors. Rap guanine nucleotide exchange factor 4 (Homo sapiens), Q8WZA2. 0.18% of 360,000 active; further: on the % scale 0 is the no-effect control and ±100 the full control effect; nearly all actives have a fitted effect of over 45% in size; many of its hits are not listed in these tables
EPAC1 antagonist = qHTS for Antagonist of cAMP-regulated guanine nucleotide exchange factor 3 (EPAC1): primary screen | Potency, µM (doses to about 115 µM), for inactives: at the highest dose activity change, negative = inhibition, actives largely listed as inhibitors | Rap guanine nucleotide exchange factor 3 (Homo sapiens), O95398 | 0.14% of 360,000 active | EPAC1 GEF assay, Rap1b-BODIPY-GDP exchange fluorescence | AID 720709, 2013;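 further: plate controls were vehicle for no effect and positive control for full effect; nearly all actives have a fitted effect of over 50% in size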
* marks the source's active call; other numbers are inactive results; [ ] = remark or other dose. The call rests on the fitted dose curve; in most records, active means well fitted curve in the direction sought with a large enough effect; inconclusive means small, poorly fitted or top-dose-only effect, or another doubt; inactive means no such curve, though single readings can be large; an effect the other way counts as inactive or inconclusive. Potency means the concentration at half of the fitted maximal effect. The list is partial; rates above refer to the full screens.

Screening CC1CCCCC1NC(=O)Cn1[nH]c(=O)c2ccccc2c1=O (stereo not drawn) returned EPAC1 agonist 4%, PTHR1 agonist -3%, TDP-43 yeast inh 10%, FUS suppressor 4%, aSyn rescue 3%, EPAC2 ag -1%, EPAC2 antag -2% and EPAC1 antagonist 3%.
For O=C(COc1ccc(Cl)cc1Cl)OCC(=O)c1ccc[nH]1 the results were EPAC1 agonist -1%, PTHR1 agonist 15%, TDP-43 yeast inh 18%, FUS suppressor -1%, aSyn rescue 1%, EPAC2 ag 5%, EPAC2 antag 2% and EPAC1 antagonist 1%.
For O=C(c1[nH]ncc1-c1cccc(Br)c1)C1CO1 (stereo not drawn) the results were EPAC1 agonist 7%, PTHR1 agonist -15%, TDP-43 yeast inh -5%, FUS suppressor 2%, aSyn rescue 1%, EPAC2 ag 6%, EPAC2 antag 2% and EPAC1 antagonist -22%.
O=C(N/N=C/c1ccc([N+](=O)[O-])o1)c1cc(-c2ccncc2)nc2ccccc12 was read as EPAC1 agonist 4%, PTHR1 agonist -10%[57.5 µM], TDP-43 yeast inh -14%, FUS suppressor 43%, aSyn rescue 1%, EPAC2 ag -1%, EPAC2 antag -7% and EPAC1 antagonist -5%.
Cn1c(SCC(=O)N2CCCc3ccccc32)nnc1-c1ccccc1 was read as EPAC1 agonist 2%, PTHR1 agonist -37%[57.5 µM], TDP-43 yeast inh -10%, FUS suppressor 4%, aSyn rescue 1%, EPAC2 ag 2%, EPAC2 antag 9% and EPAC1 antagonist 6%.
O=C(CSc1nc2ccccc2o1)N/N=C/c1ccco1 was read as EPAC1 agonist -2%, PTHR1 agonist -8%, TDP-43 yeast inh 12%, FUS suppressor -6%, aSyn rescue -10%, EPAC2 ag 9%, EPAC2 antag 8% and EPAC1 antagonist -20%.
For Cn1c(CCN2CCN(c3ccccn3)CC2)nc2cc(NS(=O)(=O)c3ccc(Cl)cc3)ccc21 the results were EPAC1 agonist 1%, PTHR1 agonist inactive, TDP-43 yeast inh -1%, FUS suppressor 35%, aSyn rescue 6%, EPAC2 ag 2%, EPAC2 antag -20% and EPAC1 antagonist -9%.
Screening N=c1c(S(=O)(=O)c2ccccc2)cc2c(=O)n3ccccc3nc2n1Cc1ccco1 returned EPAC1 agonist 2%, PTHR1 agonist -9%, TDP-43 yeast inh -11%, FUS suppressor 36%, aSyn rescue 7%, EPAC2 ag 12%, EPAC2 antag 7% and EPAC1 antagonist -1%.
COc1nc(C)nc(C)c1Oc1ccc(Cl)cc1Cl was read as EPAC1 agonist 6%, PTHR1 agonist inactive, TDP-43 yeast inh -2%, FUS suppressor 4%, aSyn rescue -1%, EPAC2 ag 11%, EPAC2 antag inconclusive and EPAC1 antagonist 11%.
Screening N#Cc1cccc(S(=O)(=O)NCC(=O)NCc2ccc3c(c2)OCO3)c1 returned EPAC1 agonist 9%, PTHR1 agonist -22%, TDP-43 yeast inh 13%, FUS suppressor -5%, aSyn rescue -16%, EPAC2 ag 1%, EPAC2 antag 5% and EPAC1 antagonist -9%.
`CC(C)n1cc(/C=C/c2cc[n+](C)cc2)c2ccccc21` gave EPAC1 agonist 100µM*, PTHR1 agonist -38%, TDP-43 yeast inh 17%, FUS suppressor -8%, aSyn rescue -15%, EPAC2 ag inconclusive, EPAC2 antag 72%[activator] and EPAC1 antagonist 72%[activator].
For Cc1c(NC(=O)C(C)OC(=O)c2ccc(Br)o2)c(=O)n(-c2ccccc2)n1C (stereo not drawn) the results were EPAC1 agonist -9%, PTHR1 agonist inactive, TDP-43 yeast inh 2%, FUS suppressor 2%, aSyn rescue 1%, EPAC2 ag 0%, EPAC2 antag -2% and EPAC1 antagonist 13%.
CC(=O)Nc1ccc(CN(C)c2c(C)nc3ccc(C(=O)NCCCN4CCCC4=O)cn23)cc1 was read as EPAC1 agonist 4%, PTHR1 agonist inactive, TDP-43 yeast inh 20%, FUS suppressor -14%, aSyn rescue -12%, EPAC2 ag -1%, EPAC2 antag 8% and EPAC1 antagonist -9%.
Screening O=C(c1cc(COc2ccc(F)cc2F)on1)N1C[C@H]2CC[C@H]1C2 returned EPAC1 agonist -5%, PTHR1 agonist inconclusive, TDP-43 yeast inh -5%, FUS suppressor 22%, aSyn rescue -5%, EPAC2 ag 11%, EPAC2 antag 5% and EPAC1 antagonist -24%.
For COc1ccc(-c2csc3nc[nH]c(=O)c23)cc1OC the results were EPAC1 agonist 12%, PTHR1 agonist inactive, TDP-43 yeast inh -12%, FUS suppressor -3%, aSyn rescue -3%, EPAC2 ag 7%, EPAC2 antag 5% and EPAC1 antagonist -19%.
Screening CSc1ccccc1NC(=O)CSc1cccc[n+]1[O-] returned EPAC1 agonist 5%, PTHR1 agonist inactive, TDP-43 yeast inh -10%, FUS suppressor 2%, aSyn rescue 1%, EPAC2 ag 2%, EPAC2 antag 0% and EPAC1 antagonist -29%.
Screening CCN(CC)S(=O)(=O)c1cccc(-c2n[nH]c(=S)n2/N=C/c2ccc(C(=O)OC)cc2)c1 returned EPAC1 agonist -4%, PTHR1 agonist inactive, TDP-43 yeast inh inconclusive, FUS suppressor 32%, aSyn rescue -6%, EPAC2 ag -4%, EPAC2 antag -2% and EPAC1 antagonist 2%.
COc1ccc(C2C(C(=O)c3ccco3)=C(O)C(=O)N2CC2CCCO2)cc1 (stereo not drawn) was read as EPAC1 agonist 7%, PTHR1 agonist inactive, TDP-43 yeast inh 0%, FUS suppressor 9%, aSyn rescue -8%, EPAC2 ag 1%, EPAC2 antag -2% and EPAC1 antagonist 5%.
For Brc1ccc(C2NCCS2)cc1 (stereo not drawn) the results were EPAC1 agonist 6%, PTHR1 agonist -4%, FUS suppressor -4%, aSyn rescue 4%, EPAC2 ag 4%, EPAC2 antag -5% and EPAC1 antagonist -15%.
Screening CC(=O)c1cccc(NC(=O)c2ccc(N(C)S(C)(=O)=O)cc2)c1 returned EPAC1 agonist -3%, PTHR1 agonist -6%, TDP-43 yeast inh -3%, FUS suppressor -40%, aSyn rescue -1%, EPAC2 ag 9%, EPAC2 antag -1% and EPAC1 antagonist -15%.
`CCSc1nnc(NC(=O)c2c(C)noc2C)s1` gave EPAC1 agonist 6%, PTHR1 agonist -8%, TDP-43 yeast inh 15%, FUS suppressor -5%, aSyn rescue -3%, EPAC2 ag -3%, EPAC2 antag 5% and EPAC1 antagonist -3%.
For CCOc1ccc(CCNC(=O)CCc2nnc3ccc(N4CCOCC4)nn23)cc1 the results were EPAC1 agonist 8%, PTHR1 agonist -22%, TDP-43 yeast inh 4%, FUS suppressor -5%, aSyn rescue 0%, EPAC2 ag 13%, EPAC2 antag 0% and EPAC1 antagonist 6%.
For O=S1(=O)CC(N2CCN(Cc3ccccc3F)CC2)CN1Cc1cn(Cc2cccc(C(F)(F)F)c2)nn1 (stereo not drawn) the results were EPAC1 agonist 11%, PTHR1 agonist -74%[inhibitor], TDP-43 yeast inh 21%, FUS suppressor -3%, aSyn rescue 0%, EPAC2 ag 12%, EPAC2 antag 1% and EPAC1 antagonist -3%.
O=C(c1ccc(COc2ccc(F)cc2)o1)n1cccn1 was read as EPAC1 agonist 8%, PTHR1 agonist -5%[57.5 µM], TDP-43 yeast inh -9%, FUS suppressor 1%, aSyn rescue 0%, EPAC2 ag 1%, EPAC2 antag -6% and EPAC1 antagonist -22%.
COc1ccccc1N1CCN(C(=O)c2cc(C3CC3)on2)CC1 was read as EPAC1 agonist -5%, PTHR1 agonist inactive, TDP-43 yeast inh 13µM*, FUS suppressor 24%, aSyn rescue 1%, EPAC2 ag 7%, EPAC2 antag -4% and EPAC1 antagonist 9%.
`O=C(CSc1nnnn1-c1ccc(C(=O)O)cc1)NC1CCCCC1` gave EPAC1 agonist -4%, PTHR1 agonist inactive, TDP-43 yeast inh 0%, FUS suppressor 1%, aSyn rescue 6%, EPAC2 ag 3%, EPAC2 antag -1% and EPAC1 antagonist 9%.
`CCOC(=O)C1CCN(C(=O)COc2ccc(N(C)S(=O)(=O)c3cccs3)cc2)CC1` gave EPAC1 agonist -4%, PTHR1 agonist -18%[57.5 µM], TDP-43 yeast inh 28%, FUS suppressor 12%, aSyn rescue -1%, EPAC2 ag 9%, EPAC2 antag 0% and EPAC1 antagonist 2%.
For O=C1CCN(CCc2ccccc2)CCN1[C@H](CO)Cc1ccccc1 the results were EPAC1 agonist -9%, PTHR1 agonist -3%, TDP-43 yeast inh -17%, FUS suppressor -4%, aSyn rescue 0%, EPAC2 ag 5%, EPAC2 antag 11% and EPAC1 antagonist inconclusive.
`CN(C)S(=O)(=O)N(CC(=O)N1CCN(Cc2ccccc2)CC1)c1ccccc1` gave EPAC1 agonist 11%, PTHR1 agonist -6%, TDP-43 yeast inh 7%, FUS suppressor -18%, aSyn rescue 1%, EPAC2 ag 16%, EPAC2 antag -4% and EPAC1 antagonist -8%.
Screening NC(=O)CC[C@@H]1NC(=O)[C@@H]2CCCN2C(=O)c2cc([N+](=O)[O-])cc(I)c2NCCCC[C@@H](C(=O)NC(CC(=O)O)C(N)=O)NC1=O (stereo partly drawn) returned EPAC1 agonist -11%, PTHR1 agonist -21%, TDP-43 yeast inh 8%, FUS suppressor -6%, aSyn rescue -2%, EPAC2 ag -3%, EPAC2 antag 26% and EPAC1 antagonist 7%.

Looked up by structure from the list above:
For COc1ccc(-c2csc3nc[nH]c(=O)c23)cc1OC the results were EPAC1 agonist 12%, PTHR1 agonist inactive, TDP-43 yeast inh -12%, FUS suppressor -3%, aSyn rescue -3%, EPAC2 ag 7%, EPAC2 antag 5% and EPAC1 antagonist -19%.
`CN(C)S(=O)(=O)N(CC(=O)N1CCN(Cc2ccccc2)CC1)c1ccccc1` gave EPAC1 agonist 11%, PTHR1 agonist -6%, TDP-43 yeast inh 7%, FUS suppressor -18%, aSyn rescue 1%, EPAC2 ag 16%, EPAC2 antag -4% and EPAC1 antagonist -8%.
